FLuc counter – qHTS profiling assay for firefly luciferase inhibitor/activator using purifed enzyme and Km concentrations of substrates (counterscreen for miR-21 project) | Luciferin 4-monooxygenase (Photinus pyralis), P08659 | purified FLuc, Km substrates, luminescence inhibition | Potency, µM (highest dose often 57.5 µM), without a hit: at the top dose activity change, negative = inhibition, hits mostly inhibitors | hit rate 6.9% among 360,000;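 also: plate controls were vehicle for no effect and reference inhibitor for full effect; nearly all actives have a fitted effect of over 55% in size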
Target sequence (P08659 whole entry, looked up): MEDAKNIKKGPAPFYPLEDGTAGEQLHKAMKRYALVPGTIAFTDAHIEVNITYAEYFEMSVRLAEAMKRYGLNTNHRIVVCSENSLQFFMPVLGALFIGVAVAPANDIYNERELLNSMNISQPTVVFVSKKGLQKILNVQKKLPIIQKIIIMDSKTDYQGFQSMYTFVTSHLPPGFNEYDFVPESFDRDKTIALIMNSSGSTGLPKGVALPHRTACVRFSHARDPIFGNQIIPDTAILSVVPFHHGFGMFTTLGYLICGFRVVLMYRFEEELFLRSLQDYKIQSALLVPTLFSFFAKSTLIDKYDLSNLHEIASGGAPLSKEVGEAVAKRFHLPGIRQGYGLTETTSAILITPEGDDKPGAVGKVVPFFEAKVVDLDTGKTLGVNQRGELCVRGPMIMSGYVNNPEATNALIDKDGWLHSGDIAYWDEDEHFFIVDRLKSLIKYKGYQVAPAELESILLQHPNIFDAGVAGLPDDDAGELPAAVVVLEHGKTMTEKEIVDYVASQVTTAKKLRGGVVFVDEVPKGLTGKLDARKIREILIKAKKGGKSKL
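Purified P. pyralis luciferase, 10 nM final, with Km-level 10 uM D-luciferin and 10 uM ATP in 50 mM Tris acetate pH 7.5, 10 mM Mg acetate, 0.01% Tween-20, 0.05% BSA; 6-point qHTS titration about 60 µM downward; luminescence read.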
p53 reactivator – qHTS assay for re-activators of p53 using a Luc reporter | Potency, µM (highest dose often 92.2 µM), for the others: at the top dose activity change, positive = activation, hits mostly activators | AID 504706, 2011 | H1299 p53-A138V BP100-luciferase reporter, luminescence, 24 h | hit rate 0.063% among 320,000; also: % of control where 0% means no effect; nearly all actives have a fitted effect of over 45% in size
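H1299 (p53-null), stable ts p53-A138V + BP100-Luc; 1000 cells/well, Opti-MEM/10% FBS; cpd 4 pt, 1:5; 24 h, 37 deg C, 5% CO2; detection reagent 10 min RT; luminescence.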
MBNL1 CUG block – qHTS Assay for Inhibitors of MBNL1-poly(CUG) RNA binding; hit rate 0.036% among 280,000; Muscleblind-like protein 1 (Homo sapiens), Q9NR56; TR-FRET MBNL1-His/biotin-(CUG)12 binding, 665/545 ratio; Potency, µM (highest dose often 57.5 µM), for the others: top-dose activity change, negative = inhibition, actives largely listed as inhibitors; AID 2675, 2010; active = well fitted inhibition curve with a large enough effect in the signal ratio, with a control signal flat, not every such curve was filed as active; inconclusive = small, poorly fitted or top-dose-only effect, or effect the other way, or a change in a side signal; inactive = no such curve, though single readings can be large or run the other way; the % refers to the signal ratio; also: % is scaled to controls: 0 for no effect and ±100 for the full control effect
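Compounds (final 92 nM to 58 uM) are added to His-tagged MBNL1 and biotin-(CUG)12, then terbium anti-His antibody and streptavidin-XL665 (5 nM final). After 60 min at room temperature, the 665/545 nm ratio is read.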
uPA generation – qHTS for Inhibitors of Cell Surface uPA Generation; hit rate 0.31% among 330,000; cell surface uPA generation assay, qHTS; Potency, µM (titrated, usually from 38.3 µM), for inactives: top-dose activity change, negative = inhibition, usual class: inhibitors; active = well fitted inhibition curve with a large enough effect; inconclusive = small, poorly fitted or top-dose-only effect; inactive = no such curve, though single readings can be large or run the other way; tested in mouse RAW 264.7 cells; also: % is scaled to controls: 0 for no effect and ±100 for the full control effect; nearly all actives have a fitted effect of over 55% in size
RORg inh – qHTS for inhibitors of ROR gamma transcriptional activity; hit rate 5.4% among 310,000; AID 2551, 2010; Potency, µM (titrated, usually from 53.6 µM), for the others: at the top dose activity change, negative = inhibition, usual class: inhibitors; Nuclear receptor ROR-gamma (Mus musculus), P51450; Drosophila S2 Gal4-RORgamma UAS-luciferase reporter, 20 h; also: % is scaled to controls: 0 for no effect and ±100 for the full control effect; nearly all actives have a fitted effect of over 60% in size
Target sequence (P51450 whole entry, looked up, the tested form may be a part): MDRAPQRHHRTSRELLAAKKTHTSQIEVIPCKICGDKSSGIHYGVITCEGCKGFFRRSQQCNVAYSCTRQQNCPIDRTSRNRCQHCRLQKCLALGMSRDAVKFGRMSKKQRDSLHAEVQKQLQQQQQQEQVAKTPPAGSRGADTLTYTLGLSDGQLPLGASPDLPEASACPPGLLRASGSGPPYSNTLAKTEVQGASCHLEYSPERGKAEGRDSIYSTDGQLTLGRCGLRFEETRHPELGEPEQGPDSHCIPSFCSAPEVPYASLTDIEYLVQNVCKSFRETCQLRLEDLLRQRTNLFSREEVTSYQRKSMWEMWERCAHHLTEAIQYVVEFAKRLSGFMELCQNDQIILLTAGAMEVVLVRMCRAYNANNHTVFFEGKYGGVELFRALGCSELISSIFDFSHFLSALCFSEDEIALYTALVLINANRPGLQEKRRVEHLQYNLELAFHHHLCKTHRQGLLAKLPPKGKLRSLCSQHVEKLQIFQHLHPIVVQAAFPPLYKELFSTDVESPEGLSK
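Using a luciferase readout, inhibitors were identified by reduced reporter activity in Drosophila cells coexpressing a copper-inducible Gal4–ROR gamma fusion and UAS-driven Photinus luciferase, incubated 20 hr after 700 uM copper sulfate.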
Gal4-VP16 FLuc – VP16 counterscreen qHTS for inhibitors of ROR gamma transcriptional activity | Drosophila S2 Gal4-VP16 UAS-luciferase, luminescence, 20 h | hit rate 3.5% among 310,000 | Potency, µM (highest dose often 53.6 µM), inactives show top-dose activity, negative = inhibition, usual class: inhibitors;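 also: Gal4-VP16 expression switched on by copper sulfate through the metallothionein promoter; % is scaled to controls: 0 for no effect and ±100 for the full control effect; nearly all actives have a fitted effect of over 50% in size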
BRCA1 expr up – qHTS Assay to Identify Small Molecule Activators of BRCA1 Expression; MCF7-BRCA1-FFLuc reporter, luminescence, 48 h; response scale: scaled: vehicle 0%, 10 µM genistein 100%; Potency, µM (doses to about 46.1 µM), for inactives: at the highest dose activation, actives largely listed as activators; hit rate 1.1% among 380,000; AID 624202, 2012; also: nearly all actives have a fitted effect of over 80% in size; some results filed as inactive show a strong effect at the top dose
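48 h compound treatment of MCF7-BRCA1-FFLuc cells (phenol-red free MEM, 37 °C), then 15 min with luciferase substrate and luminescence imaging.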
NPC1 prom act – qHTS Assay for NPC1 Promoter Activators | Huh7 NPC1 promoter luciferase reporter, 24 h | Potency, µM (doses to about 9.22 µM), for inactives: at the highest dose activation, actives largely listed as activators | hit rate 2.4% among 320,000 | AID 485313, 2010;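 also: % of control where 0% means no effect; nearly all actives have a fitted effect of over 60% in size; reporter is driven by a mutant NPC1 promoter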
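Luminescence from an NPC1 promoter-driven luciferase reporter in stably transfected Huh7 cells was measured after 24 h compound treatment at 37 °C, followed by 10 min ambient incubation with luciferase detection reagent.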
Rab9 promoter act – qHTS Assay for Rab9 Promoter Activators; Huh7 Rab9 promoter-luciferase reporter, luminescence, 24 h; Potency, µM (series often up to 9.22 µM), for inactives: at the top dose activation, negative = inhibition, usual class: activators; hit rate 2.8% among 320,000; also: % of control where 0% means no effect; nearly all actives have a fitted effect of over 60% in size
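Luciferase signal after 10 min detection reagent at ambient indicates Rab9 promoter upregulation; stably transfected Huh7 cells were treated 24 h with compound in DMSO at 37 °C, 5% CO2.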
ELG1 genotox – qHTS screen for small molecules that induce genotoxicity in human embryonic kidney (HEK293T) cells expressing luciferase-tagged ELG1; HEK293T ELG1-luciferase reporter, luminescence, 16 h; hit rate 1.3% among 330,000; Potency, µM (doses to about 46 µM), for the others: at the top dose activity change, positive = activation, actives largely listed as activators; also: % of control where 0% means no effect; nearly all actives have a fitted effect of over 60% in size
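Quantitative HTS format in 1536-well plates. HEK293T ELG1-luciferase reporter cells receive test compound and are incubated 16 hr at 37 °C, 5% CO2; ONE-Glo added, 30 min room temperature, then luminescence read.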
* marks the source's active call; other numbers are inactive results; ? = inconclusive; / = no result given; & = joins results of further samples; [ ] = dose if it differs, or a comment. Unless noted, calls follow the shape of the dose curve; as a rule, active = well fitted curve in the direction sought with a large enough effect; inconclusive = small, poorly fitted or top-dose-only effect, or another doubt; inactive = no such curve, though single readings can be large; an effect the other way counts as inactive or inconclusive. Potency is read from the fitted curve at half-maximal effect.

SMILES	FLuc counter	p53 reactivator	MBNL1 CUG block	uPA generation	RORg inh	Gal4-VP16 FLuc	BRCA1 expr up	NPC1 prom act	Rab9 promoter act	ELG1 genotox
O=C1C=C(c2ccc(Cl)c(C(F)(F)F)c2)C[C@@H](c2ccc(Cl)cc2)C1	1%	11%	/	13%	/	/	-9%	-5%	-4%	-3%
Cc1c(NC(=O)c2cccc(NC(=O)COc3ccc(C#N)cc3)c2)c(=O)n(-c2ccccc2)n1C	?	6%	/	-2%	/	/	11%	-3%	-4%	-3%
O=C(N=C1c2ccccc2CN1c1cccc(Cl)c1)c1cccnc1	?	?	-4%	-12%	22%	14%	?	4%	2%	16%
CCN(CC)S(=O)(=O)c1ccc(N2CCOCC2)c(NC(=O)c2sccc2C)c1	/	-5%	/	-7%	/	/	-7%	/	/	-3%
COc1ccc(F)cc1CN1CCN(CC(=O)Nc2ccccc2C(=O)NC2CC2)CC1	8%	0%	/	9%	/	/	-10%	1%	-7%	-9%
Cc1onc(-c2ccccc2Cl)c1C(=O)OCC(=O)Nc1ccc2c(c1)OCO2	-8%	1%	-6%	10%	?	-4%	-35%	4%	6%	-21%
O=C(CCSc1ccc(Cl)cc1)Nc1cccnc1	-15%	1%	-3%	-7%	22%	7%	-7%	-12%	0%	-2%
COc1ccc(-c2nnn(CC(=O)N(Cc3ccco3)C(C(=O)NCC3CCCO3)c3ccco3)n2)cc1 (stereo unspecified)	2%	-2%	/	-5%	8%[10 µM]	4%	0%	-3%	-2%	5%
COc1ccc(Nc2ncnc3ccc(C)cc23)cc1	-7%	13%	2%	21%	7%	4%	21%	0%	0%	-16%
C=C1CCN(C(Cc2ccccc2)C(=O)OC)S(=O)(=O)c2ccc(F)cc21 (stereo unspecified)	0%	?	-1%	-5%	18%&-11%	-3%&1%	2%	2%	-3%	0%
CCOC(=O)Cn1c(=O)c(-c2ccccc2NC)nc2ccccc21	-4%	-1%	7%	4%	1%	4%	-21%	-1%	0%	-6%
COc1ccc([C@]23Cc4ccccc4C(O2)C2=C(CC4(CCCCC4)OC2=O)O3)cc1	?	/	0%[11.5 µM]	/	19%[10 µM]	?	/	-1%[1.84 µM]	10%[1.84 µM]	/
N#CCCn1c(Cl)nc2ccccc21	4%	-4%	4%	4%	3%	-5%	24%	-6%	0%	-5%
CCCC(C)(C)NC(=O)CCCCC(=O)NC(C)(C)CCC	-1%	-11%	10%	7%	-10%	-1%	8%	-3%	3%	0%
CSc1ccc(CN(C)C(=O)c2cccc(S(=O)(=O)N3CCN(Cc4ccccc4)CC3)c2)cc1	3%	-4%	/	-9%	/	/	-65%	-14%	-18%	?
O=C(CC1C(=O)NCCN1Cc1cccc(F)c1F)NC1CCCCCC1 (stereo unspecified)	3%	1%	4%	5%	2%	1%	-19%	-1%	9%	1%
Cc1cc(C)c(/C=N/n2c(C)cc(C)c(C#N)c2=O)c(C)c1	-2%	-12%	/	-4%	7%	5%	-3%	-2%	-5%	-1%
CCN(C(=O)c1coc(=O)c2ccccc12)c1cc(OC)ccc1OC	1%	-5%	1%	3%	-15%	-15%	0%	-6%	6%	-1%
CC(=O)Nc1cccc(N/C(N)=N/c2nc(C)cc(C)n2)c1	-1%	-3%	3%	-2%	-24%	2%	-32%	-4%	-9%	-7%
CCOc1ccccc1OCCCNCc1ccco1	5%	-3%	-7%	-3%	-1%	2%	-8%	-1%	2%	-5%
O=C(c1sc2cccc(Cl)c2c1Cl)N1CCN(CCc2ccccn2)CC1	-2%	-9%	3%	14%	-20%	6%	-11%	-1%	-4%	-1%
CCN(CC)C(=O)Cn1c(=O)n(CCCCCC(=O)Nc2ccccc2)c(=O)c2sccc21	6%&5%	-3%	?	0%	?	?	-2%	1%	-3%	0%
O=C(CC1C(=O)NCCN1Cc1ccc(-c2ccccc2)cc1)NC1CCC1 (stereo unspecified)	3%	-6%	-1%	8%	2%	6%	26%	-3%	1%	-3%
CCCNc1ncnc2nc[nH]c12	-1%	4%	1%	-69%	-1%	-5%	1%	-8%	-7%	-10%
O=C(NCCN1C(=O)S/C(=C\c2ccccc2F)C1=O)C1=COCCO1	-3%	?	/	-11%	/	/	-81%	-22%	-29%	-1%
Additional results.
SMILES	FLuc counter	p53 reactivator	MBNL1 CUG block	uPA generation	RORg inh	Gal4-VP16 FLuc	BRCA1 expr up	NPC1 prom act	Rab9 promoter act	ELG1 genotox
O=C(Nc1ccc(S(=O)(=O)NC2=NCCCCC2)cc1)c1cccs1	/	2%	/	11%	/	/	-18%	/	/	1%
CCOC(=O)c1cnc(-n2nc(C)cc2C)nc1NCCc1ccccc1	-3%	5%	4%	0%	0.89µM*	1.8µM*	-27%	-2%	-12%	-15%
COc1cccc(CNCCc2c[nH]c3ccccc23)c1OCc1ccccc1	1%	10%	?	-5%	8%	-19%	-91%	2%	-4%	-5%
CC1c2ccccc2N(NC(=O)Cc2ccccc2)C1C (stereo unspecified)	0%	-2%	-8%	-3%	?	-2%	18%	-3%	-2%	0%
CC(=O)OC[C@H]1O[C@@H](n2ccc(=O)[nH]c2=S)C(OC(C)=O)C1OC(C)=O (stereo partly specified)	3%	1%	-6%	/	-9%	-9%	4%	-2%	-2%	1%
CCn1c(CCCNC(=O)c2ccco2)nc2ccccc21	0%	-1%	1%	7%	14%	-10%	1%	2%	-1%	-3%
Cc1nn(Cc2cccc(F)c2)c(C)c1NC(=O)c1c(Cl)cnn1C	-1%	3%	-5%	-1%	5%	0%	-15%	0%	-3%	-6%
Cc1cc(C)nc(SCC(=O)c2ccc(F)c(C)c2)n1	-9%	/	-3%	8%	-22%	?	70%	-3%	6%	5%
CCC(CC)NC(=O)c1nn(Cc2ccccc2)c(=O)c2ccccc12	1%	-3%	2%	0%	-29%	14%	-13%	-3%	0%	-23%
CCN1CCN(C(C)C(=O)Nc2c(C)n(C)n(-c3ccccc3)c2=O)CC1 (stereo unspecified)	-1%	-5%	-12%	7%	-2%	-1%	-13%	2%	14%	2%
Cc1ccc(-n2ncc3c(=O)n(CC(=O)OCc4ccccc4)cnc32)cc1	?	?	8%	/	32%	-26%	-29%	7%	18%	8%
CCCCN(CC)CCNC(=O)c1cn(-c2ccc(Cl)cc2)c(=O)c2ccccc12	-3%	6%	-9%	-1%	5%	1%	0%	0%	-11%	3%
CCOC(=O)c1ccc(Nc2cc(C)nc(-c3ccccc3)n2)cc1	-15%	-1%	11%	5µM*	31%	-7%	-57%	-39%[inhibitor]	-11%	-5%
O=[N+]([O-])c1nn(-c2ccc3c(c2)OCCO3)n(O)c1=NCc1ccc(F)cc1Cl	?	14%	?	1%	-2%	0%[10 µM]	?	?	2.8µM*	?
COc1ccc2[nH]cc(C(=O)C(=O)N3CCCCC3)c2c1	-7%	4%	2%	-4%	-6%	2%	3%	-3%	-5%	10%
Cn1c(Cl)c(C(=O)Nc2ccccc2)c2ccccc21	15µM*	10%	4%	-9%	-1%	-8%	-11%	?	2%	3%
CC(C)(C)c1ccc(C(=O)N2CCC(C(=O)NCC3CCCO3)CC2)cc1 (stereo unspecified)	?	24%	-1%	2%	?	12%	8.9µM*	28%	?	8%
COc1cc(NC(=O)CCCNC(=O)Cn2cnc3sc4c(c3c2=O)CCCC4)cc(OC)c1OC	-3%	6%	?	-8%	4%	0%	18%	-2%	10%	-1%
CC(C)(C)c1cc(C(=O)Nc2cccc3ccccc23)ccn1	-19%	-1%	5%	-3%	6%	10%	-28%	5%	0%	-7%
CCc1c2ccccc2nn1-c1ccccc1C(=O)C(C)=O	-1%	-10%	17%	-1%	-10%	-4%	2%	-5%	9%	-11%
S=c1[nH]nc(-c2cc(-c3ccsc3)n[nH]2)n1-c1cccc2ccccc12	?	-5%	1%	3%	?	-1%	-10%	1%	-2%	?
CCN(CC)C(=O)C1CCCN(Cc2ccc(F)c(F)c2)C1 (stereo unspecified)	1%	8%	0%	/	17%	0%	0%	12%	?	4%
CCN(c1ccccc1)S(=O)(=O)c1ccc(C(=O)Nc2nnc(C3CC3)o2)cc1	?	-3%	3%	-8%	0.25µM*	0.56µM*	-55%	-15%	-24%	-19%
Cn1c(=O)c2c(nc(NCCNC(=O)c3ccco3)n2Cc2ccccc2)n(C)c1=O	2%	0%	-4%	-7%	-40%	?	-25%	-6%	?	-25%
NS(=O)(=O)c1ccc(CNc2ncnc3sccc23)cc1	0%	3%	7%	1%	-3%	3%	-35%	-2%	-5%	-7%

Printed as active in RORg inh, among the entries above:
| SMILES | p53 reactivator | MBNL1 CUG block | uPA generation | RORg inh | BRCA1 expr up | NPC1 prom act | Rab9 promoter act |
| --- | --- | --- | --- | --- | --- | --- | --- |
| CCOC(=O)c1cnc(-n2nc(C)cc2C)nc1NCCc1ccccc1 | 5% | 4% | 0% | 0.89µM* | -27% | -2% | -12% |
| CCN(c1ccccc1)S(=O)(=O)c1ccc(C(=O)Nc2nnc(C3CC3)o2)cc1 | -3% | 3% | -8% | 0.25µM* | -55% | -15% | -24% |
